Anthrax LF prot: Bacillus anthracis LF protease inhibitors, primary screen, biochemical, multiplex microsphere, MLPCN library. Lethal factor (Bacillus anthracis), P15917. multiplex microsphere protease cleavage assay. inhibition, % at 10 µM. 0.12% of 360,000 active. AID 588501, 2011; also: plate controls were buffer without enzyme for full effect and enzyme alone for no effect
Target sequence (P15917 whole entry, looked up): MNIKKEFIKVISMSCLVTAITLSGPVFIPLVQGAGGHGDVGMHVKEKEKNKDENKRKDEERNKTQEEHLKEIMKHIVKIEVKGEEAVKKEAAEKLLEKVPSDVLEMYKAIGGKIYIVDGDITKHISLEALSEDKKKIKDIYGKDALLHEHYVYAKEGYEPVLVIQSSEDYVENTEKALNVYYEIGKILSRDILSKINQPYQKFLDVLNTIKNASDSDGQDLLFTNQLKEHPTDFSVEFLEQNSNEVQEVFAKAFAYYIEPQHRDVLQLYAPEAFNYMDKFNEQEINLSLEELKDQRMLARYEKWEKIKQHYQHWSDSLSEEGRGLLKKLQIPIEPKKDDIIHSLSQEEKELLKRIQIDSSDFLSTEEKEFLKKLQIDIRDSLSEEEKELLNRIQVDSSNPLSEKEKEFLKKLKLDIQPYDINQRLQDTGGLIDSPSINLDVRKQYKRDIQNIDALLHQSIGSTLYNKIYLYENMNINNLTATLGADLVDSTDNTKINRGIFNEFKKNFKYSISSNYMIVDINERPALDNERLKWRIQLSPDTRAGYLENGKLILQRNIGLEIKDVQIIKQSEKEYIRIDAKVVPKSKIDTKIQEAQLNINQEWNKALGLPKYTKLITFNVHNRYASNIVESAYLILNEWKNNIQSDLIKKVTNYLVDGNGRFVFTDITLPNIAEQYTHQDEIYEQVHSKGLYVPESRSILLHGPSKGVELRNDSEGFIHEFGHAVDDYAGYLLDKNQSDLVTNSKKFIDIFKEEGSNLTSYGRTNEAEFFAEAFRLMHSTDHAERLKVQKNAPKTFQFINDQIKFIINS
PrPC surface inh: inhibitors of human cell surface prion protein PrPC, primary screen, cell-based, TR-FRET. 0.43% of 370,000 active. Major prion protein (Homo sapiens), P04156. AID 720596, 2013. TR-FRET read-out. inhibition, % at 13.8 µM; in the data active = inhibition above about 24%; also: 0% = median of the test wells and 100% = reference compound wells
Rv3671c protease: Rv3671c serine protease inhibitors, primary screen, biochemical, fluorescence polarization, M. tuberculosis H37Rv; 0.048% of 320,000 active; inhibition, % at 5.96 µM; AID 2606, 2010; P9WHR9; in the data active = inhibition above about 38%;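 also: extracellular domain of Rv3671c used as enzyme; 0% = enzyme with DMSO and 100% = no enzyme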
BoNT-F LC inh: BoNT/F light chain protease inhibitors, primary screen, biochemical, flow cytometry, MLPCN library; 0.22% of 360,000 active; Multiplex microsphere protease cleavage assay; inhibition, % at 10 µM; Botulinum neurotoxin type F light chain protease (Clostridium botulinum); in the data active = inhibition above about 35%, passing the limit was not always enough; also: plate controls were buffer without enzyme for full effect and enzyme alone for no effect
CCHFV vOTU inh: CCHFV vOTU protease inhibitors, primary screen, biochemical, Pep-AMC substrate, fluorescence; Crimean-Congo hemorrhagic fever virus L polyprotein viral ovarian tumor (vOTU) protease …; inhibition, % at 11.5 µM; 0.55% of 370,000 active; AID 651958, 2012; in the data active = inhibition above about 30%; also: 0% = vehicle wells with enzyme and 100% = no enzyme wells
SSB-PriA inh: inhibitors of Klebsiella pneumoniae PriA binding to SSB C-terminal tail, primary screen, biochemical, AlphaScreen. PriA–SSB C-terminal tail interaction (Klebsiella pneumoniae). AlphaScreen SSBct-PriA binding, biotinylated peptide. inhibition, % at 33 µM. 0.6% of 430,000 active. AID 1272365, 2023; in the data active = inhibition mostly above about 37%, no sharp cut-off; inactive = mostly below about 20%;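 also: plate controls were negative control peptide for no effect and reference peptide for full effect; strong numbers were not always called active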
BoNT A protease: BoNT/A light chain protease inhibitors, primary screen, biochemical, flow cytometry, MLPCN library; multiplex microsphere protease substrate cleavage; inhibition, % at 10 µM; 0.17% of 360,000 active; AID 588499, 2011; also: plate controls were buffer without enzyme for full effect and enzyme alone for no effect
DUSP3 inh: VHR1 phosphatase inhibitors, primary screen, biochemical, absorbance, uHTS; inhibition, % at 13.3 µM; 0.52% of 290,000 active; recombinant VHR phosphatase, pNPP absorbance; in the data active = inhibition above about 50%; also: some compounds called inactive have numbers as strong as hits
SARS 3CLpro inh: SARS-CoV 3CLpro protease inhibitors, primary screen, biochemical, quenched FRET; recombinant SARS-CoV 3CLpro, quenched FRET peptide cleavage; inhibition, % at 6 µM; Replicase polyprotein 1ab (Severe acute respiratory syndrome coronavirus), P0C6X7; 0.14% of 290,000 active; in the data active = inhibition above about 12%
MazEF act: activators of E. coli MazEF toxin-antitoxin RNase, primary screen, biochemical, fluorescence, uHTS. Endoribonuclease toxin MazF (Escherichia coli (strain K12)), P0AE70. FAM/BHQ RNA-DNA oligo cleavage fluorescence, 5 h. activation, % at 20 µM. 0.32% of 350,000 active; in the data active = activation above about 50%
Target sequence (P0AE70 whole entry, looked up): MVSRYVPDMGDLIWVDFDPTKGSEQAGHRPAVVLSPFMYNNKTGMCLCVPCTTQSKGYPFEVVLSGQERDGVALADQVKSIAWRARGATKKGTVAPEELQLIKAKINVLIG
An asterisk follows results filed as active; nt = no result given. Rule as the data show it, unless noted: active = inhibition above about 30%; inconclusive = no clear call, values can overlap the other calls; inactive = below that. A portion of the library; rates above refer to the full screens.

SMILES	Anthrax LF prot	PrPC surface inh	Rv3671c protease	BoNT-F LC inh	CCHFV vOTU inh	SSB-PriA inh	BoNT A protease	DUSP3 inh	SARS 3CLpro inh	MazEF act
CCOC(=O)C(C(=O)c1ccccc1)C1CC(C)NC(=S)N1 (centres undefined)	0	-5	1	0	-2	5	0.0	8	2	10
CC(C)C[C@@H](CO)NS(=O)(=O)c1cc(Cl)ccc1F	-7	0	nt	-1	16	-12	0.1	nt	nt	12
CCCN1CCC(N2CCN(c3cccc(C(F)(F)F)c3)CC2)CC1	-3	-2	-1	-15	-5	-17	-0.9	10	1	-16
CC(NC(=O)c1ccccc1NS(C)(=O)=O)c1ccccc1 (centres undefined)	-1	5	-1	-7	-13	-8	0.2	-13	-11	1
O=C(N/N=C/c1cccnc1)C(O)(c1ccccc1)c1ccccc1	4	-3	-3	-7	-1	nt	0.2	-1	4	6
O=C(O)c1ccccc1CC(CCc1ccccc1)C(=O)O (centres undefined)	-4	-4	nt	-5	6	-16	-0.3	nt	nt	7
Cc1ccc(Cc2ccccc2C(=O)O)cc1	-2	5	nt	-3	-7	-21	0.1	nt	nt	9
Cc1cccc(NS(=O)(=O)c2ccc(C(=O)NCC(c3ccco3)N(C)C)cc2)c1C (centres undefined)	-4	2	-4	-8	-2	3	2.4	18	9	4
O=S(=O)(c1ccccc1)N1N=C(c2ccc(O)cc2)CC1c1ccco1 (centres undefined)	2	14	6	-7	-6	-1	-1.8	19	3	-4
Cc1ccc(CCSCC(=O)O)cn1	-4	1	1	-2	-3	-4	-0.4	3	4	4
S=c1[nH]ncn1/N=C/c1ccccc1	2	-4	1	19	12	nt	0.5	29	-11	-5
CC1=CC(C)(C)Nc2ccc(OC(=O)c3ccco3)cc21	-7	-14	11	1	-8	23	0.1	15	-3	5
N#Cc1ccc(N2CCc3ccccc3C2)c([N+](=O)[O-])c1	4	4	-6	4	8	-4	0.6	-5	-4	-15
C[C@@H]1CC=C[C@H]2[C@H]1C(=O)N(Cc1ccccc1)[C@H]2c1cccc([N+](=O)[O-])c1	-2	-4	7	-6	1	0	-0.9	15	nt	3
Cn1c(=N)n(CC(O)c2cccs2)c2ccccc21 (centres undefined)	-3	2	8	2	5	-6	0.6	-5	0	9
O=C1NC(NS(=O)(=O)c2ccc(Cl)cc2)(C(F)(F)F)C(=O)N1c1ccccc1 (centres undefined)	0	-4	-7	-2	-8	1	-0.4	-4	-4	2
NC(=O)C1CC(=O)N(c2ccc(OCC(=O)Nc3ccccc3F)cc2)C1 (centres undefined)	-17	-4	0	-12	-3	2	-1.1	nt	nt	2
Cc1ccc(S(=O)(=O)N2CCN(C(=O)N3CCOCC3)CC2)c(C)c1	-9	6	5	16	-11	-12	0.8	9	2	-1
CS(=O)(=O)c1ccc(-c2cccc(NC(=O)COc3ccc(Cl)cc3)c2)nn1	-2	1	-1	-11	10	-4	-3.0	4	6	-13
CC1(C)CC(=O)C(C=NCCN2CCN(C(=O)CC3CCCC3)CC2)=C(O)C1	-4	5	nt	-3	17	9	0.5	14	5	-2
O=C(NCc1ccco1)C1CCN(c2ccc(N3CCOCC3)nn2)CC1	-1	-17	8	-3	-23	-3	-0.6	1	-6	0
COc1ccc(CCNc2oc(-c3ccc(C)cc3)nc2C#N)cc1OC	-4	-2	4	0	-10	2	-0.8	11	2	6
CN(CC(=O)NCc1cccs1)S(=O)(=O)c1cccc2cccnc12	-1	4	3	-7	-6	-11	-0.2	5	-6	2
COc1ccc(C2C(C(=O)c3cccs3)=C(O)C(=O)N2CCN2CCOCC2)c(OC)c1 (centres undefined)	3	-7	-4	-7	18	-26	0.3	10	1	-3
COc1ccc(CNCCc2ccccc2)cc1OCC(N)=O	0	-2	2	3	-7	0	3.6	12	0	3
N#Cc1ccccc1NC(=O)Nc1cccc(Cl)c1	-2	-1	0	-1	-5	1	-0.3	-24	3	0
Cc1cc(/C=N/NC(=O)c2ccccc2F)c(C)n1-c1ccccc1	-3	1	2	-3	9	nt	-1.3	18	4	3
O=C(CNC(=O)c1ccccc1F)OCC(=O)N1CCCCC1	0	-1	-11	-3	-4	-6	0.1	-23	3	7
COc1ccc(CN2C[C@@H](CO)O[C@@H](n3cnc4c(N5CCN(c6ccccc6)CC5)ncnc43)C2)cc1	-1	-2	nt	-3	-6	nt	-0.1	nt	nt	nt
COc1ccc(N2C(=O)C(CC(=O)Nc3ccc(Cl)cc3)N(NC(=O)c3cccc(F)c3)C2=S)cc1 (centres undefined)	0	6	-9	5	-9	-11	0.7	-4	3	5
CCOC(=O)C1=C(C)OC(N)=C(C#N)C1C1CCCCC1 (centres undefined)	-4	-1	6	4	11	5	0.1	26	3	18
CC(=O)Nc1cc(Cl)c(N=Cc2ccc(O)cc2O)cc1Cl	0	-1	4	-4	-9	0	1.0	24	1	106*
C#Cc1cccc(NC(=O)c2ccc(Cl)cc2Cl)c1	1	-2	-8	-14	4	-11	2.0	10	3	-1
CC(NC(=O)Nc1cccc([N+](=O)[O-])c1)(C(F)(F)F)C(F)(F)F	-3	-3	0	5	10	-5	-0.1	14	5	4
Cc1nc2c(O)c3c(c(O)c2nc1C)C1C=CC3CC1	-1	-23	nt	4	24	-12	0.6	nt	nt	10
COc1ccc(C(=O)COC(=O)CNS(=O)(=O)c2ccc(C)cc2)cc1	1	-3	4	3	-13	-15	0.4	34	-1	-9
CN(C)c1nc(NCc2ccccc2)nc(SCC(=O)Nc2ccccc2Cl)n1	0	4	-18	2	-5	-32	0.2	-2	1	-1
CCCCN(C(=O)CSc1nc2ccccc2s1)c1c(N)n(CCCC)c(=O)[nH]c1=O	-2	5	-5	0	11	2	-0.7	nt	nt	-6
CC(=O)Nc1ccc2c(c1)C(=O)N(c1ccc(C)cc1)C2=O	-2	4	1	2	6	-8	0.2	19	0	2
CC(=O)Nc1cc(-c2ccc(N3CCN(C)CC3)cc2)cn2c(-c3cccc(C(C)=O)c3)cnc12	-4	-22	nt	-5	7	nt	0.6	nt	nt	nt
C(#CSCc1ccccc1)SCc1ccccc1	1	-2	nt	-6	-3	nt	0.0	nt	nt	-9
CS(=O)(=O)CCC(C(=O)N1CCOCC1)N1C(=O)c2cc(Cl)c(Cl)cc2C1=O (centres undefined)	-8	-5	-2	-3	8	-10	-0.6	9	2	3
COc1ccc(-c2cc(=O)c3c(C)cc(O)cc3o2)cc1	-4	-9	nt	-5	3	nt	-0.5	nt	nt	-6
Cc1ccc(NC(=O)C(=O)NN=C2CCCC2)cc1C	-9	10	9	4	6	-12	0.1	24	2	4
COc1ccccc1-c1nc2n(n1)C(c1ccc(Cl)cc1)C(C(N)=O)=C(C)N2 (centres undefined)	-4	4	4	-19	9	-3	-0.1	-18	1	4

The final two compounds of the part above come first, to join the parts:
SMILES	Anthrax LF prot	PrPC surface inh	Rv3671c protease	BoNT-F LC inh	CCHFV vOTU inh	SSB-PriA inh	BoNT A protease	DUSP3 inh	SARS 3CLpro inh	MazEF act
Cc1ccc(NC(=O)C(=O)NN=C2CCCC2)cc1C	-9	10	9	4	6	-12	0.1	24	2	4
COc1ccccc1-c1nc2n(n1)C(c1ccc(Cl)cc1)C(C(N)=O)=C(C)N2 (centres undefined)	-4	4	4	-19	9	-3	-0.1	-18	1	4
Cc1ccc(NC(=O)CSc2ncnc3ccccc23)cc1S(=O)(=O)N1CCCCC1	2	48*	-6	-10	8	-14	0.4	5	5	19
COc1ccc(-c2cc(=O)c3ccc(O)cc3o2)cc1	-3	12	nt	5	9	-4	-0.3	nt	nt	-44
N#CCC(=O)N1CCN(C=O)CC1	2	-5	5	-7	1	-4	-0.4	23	2	1
CCCCC(=O)Nc1cccc(NC(=O)CC)c1	-3	5	-7	13	13	-6	0.6	4	-6	5
COc1ccc(CCN2CC(C(=O)NCc3nc(C)c(C)s3)CCC2=O)cc1 (centres undefined)	-2	-12	3	6	12	-4	2.0	37	4	-8
O=C(NN(CC(O)COc1ccccc1)CC(O)COc1ccccc1)c1ccccc1 (centres undefined)	12	-8	6	-45	0	4	-7.3	-8	5	-5
CCCc1cc(N2CCCC(C(=O)Nc3c(OC)cccc3OC)C2)n2ncnc2n1 (centres undefined)	2	-8	4	14	-3	-1	2.8	8	4	6
COc1cccc(C(c2sc3nc(C)nn3c2O)N2CCc3ccccc3C2)c1 (centres undefined)	-7	-1	-7	8	-5	-2	0.8	1	8	2
CCCCN(C(=O)c1cc(CC)c(C)s1)c1c(N)n(CC(C)C)c(=O)[nH]c1=O	0	-4	-1	-3	6	-2	3.1	2	-1	4
COc1ccc(/C=C/C(=O)NNc2c(F)c(F)cc(F)c2F)cc1OC	-3	-3	6	-6	-10	-15	-0.8	7	-4	-2
O=C(O)c1ccccc1-c1ccccc1C(=O)NCc1ccccc1F	6	5	-3	-12	0	-14	-3.1	-4	2	7
CCCCN1C(=O)C(=O)NC[C@@H]1C(C)CC (some centres undefined)	-11	4	3	0	-2	1	0.1	7	nt	3
O=C(CCNC(=O)c1ccccc1)NNC(=O)c1ccccc1Br	-3	0	0	4	3	-3	0.6	nt	nt	2
OCC(O)C1OCOC(C(O)CO)C1O (centres undefined)	5	-1	nt	-6	14	-8	-0.6	nt	nt	4
c1ccc2c(CSc3ncnc4nc[nH]c34)cccc2c1	2	10	-8	0	6	7	-0.3	21	7	8
N/N=C1\CCCc2c1[nH]c1ccc([N+](=O)[O-])cc21	-9	0	9	-11	-7	nt	0.1	14	6	-10
Nc1ccn([C@@H]2O[C@H](C(=O)Nc3ccc(Oc4ccccc4)nc3)[C@@H](O)[C@H]2O)c(=O)n1	0	2	nt	1	-10	nt	-0.2	nt	nt	nt
O=c1n(-c2ccccc2)c(=O)n2n1CCCC2	0	-3	4	-6	-9	6	0.4	13	-5	-5
COC(=O)c1cc(S(=O)(=O)NCc2cccc(OC)c2)cn1C	-9	-2	-1	2	0	0	-0.2	17	-3	2
O=C(CNC(=O)c1ccc(Cl)cc1)OCCCOC(=O)CNC(=O)c1ccc(Cl)cc1	-3	-2	-5	-3	12	1	-0.3	19	3	-5
c1ccc(CCNc2cnccn2)cc1	-9	-3	-3	15	-86	-5	0.4	6	0	6
c1ccc(C(c2ccccc2)c2noc(CN3CCN(CC4CC4)CC3)n2)cc1	-5	-11	4	-7	-9	-5	-0.5	-1	1	2
CCCOc1cc2c(C#N)c(N3CCCC3)nc(N)c2c(N)n1	-4	-8	-3	-8	-1	-1	0.5	nt	nt	63*
Fc1ccc2nc(C3CCCCN3Cc3nc(CC4CC4)no3)[nH]c2c1 (centres undefined)	4	0	-6	-3	-8	4	0.3	5	1	3

Fetched by compound from above:
SMILES	Anthrax LF prot	PrPC surface inh	Rv3671c protease	BoNT-F LC inh	CCHFV vOTU inh	SSB-PriA inh	BoNT A protease	DUSP3 inh	SARS 3CLpro inh	MazEF act
c1ccc(C(c2ccccc2)c2noc(CN3CCN(CC4CC4)CC3)n2)cc1	-5	-11	4	-7	-9	-5	-0.5	-1	1	2
CS(=O)(=O)CCC(C(=O)N1CCOCC1)N1C(=O)c2cc(Cl)c(Cl)cc2C1=O (centres undefined)	-8	-5	-2	-3	8	-10	-0.6	9	2	3
C#Cc1cccc(NC(=O)c2ccc(Cl)cc2Cl)c1	1	-2	-8	-14	4	-11	2.0	10	3	-1
Cc1ccc(NC(=O)CSc2ncnc3ccccc23)cc1S(=O)(=O)N1CCCCC1	2	48*	-6	-10	8	-14	0.4	5	5	19
